# GAA inhib: alpha-glucosidase (human) inhibition; P10253; 0.005% of 200,000 active; Potency, µM (highest dose often 76.9 µM), for inactives: at the top dose activity change, negative = inhibition, usual class: inhibitors; purified human GAA, 4-MU-alpha-glucoside fluorescence;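 further: plate controls were uninhibited enzyme wells for no effect and no-enzyme background for full effect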
#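 Read-out is 4-methylumbelliferone fluorescence (Ex 365/Em 440 nm) after NaOH/glycine stop at pH 10. Enzyme 4 nM, substrate 400 uM, pH 5.0 citrate buffer, 20 min room temperature; AC50 from Hill-equation concentration-response.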
# IMPase Li cell: cell-permeable IMPase inhibitors with lithium potentiation; CHO-M1 cells, IP1 TR-FRET (IP-One), carbachol + lithium; Potency, µM (series often up to 59.4 µM), for the others: at the top dose activity, negative = IMPase inhibition, most hits filed as inhibitors; 0.35% of 210,000 active; AID 1457;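 further: IP1 builds up when IMPase is blocked and the TR-FRET signal falls; plate controls were basal vehicle for no effect and high inhibitor control for full effect; nearly all actives have a fitted effect of over 50% in size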
#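 Concentration–response in CHO-M1 cells, lithium-potentiated; 30 min at 37C. IP1 detected by competitive TR-FRET after 10 min lysis at RT. Hill-fitted AC50.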
# HTT aggregate: reduces HttQ103-GFP aggregates in PC12 cells; PC12 HttQ103-GFP aggregates, Acumen cytometry, 40 h; AID 1688; Potency, µM (highest dose often 46.1 µM), for inactives: at the highest dose activity change, negative = inhibition, most hits filed as inhibitors; 1.1% of 220,000 active; further: on the % scale 0 is the no-effect control and ±100 the full control effect; nearly all actives have a fitted effect of over 60% in size
#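 PC12/HTTQ103-GFP, ecdysone-inducible; teb 100 nM; cpd qHTS titration; GFP aggregates read on laser cytometer, Ex 488/Em 500-530 nm.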
# HTT ATP protect: cytoprotection in Huntington HTT-Q103 PC12 cell model. 0.14% of 230,000 active. PC12 HTT-Q103 induced, cytoprotection, ATP luminescence, 40 h. Potency, µM (titrated, usually from 56.4 µM), for inactives: cytoprotection (ATP increase), most hits filed as activators. AID 1471;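 further: % of control where 0% means no effect; nearly all actives have a fitted effect of over 45% in size; toxic huntingtin expression switched on by the ecdysone agonist tebufenozide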
#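 PC12 cells with ecdysone-inducible HTT exon 1 Q103-GFP, induced with 100 nM tebufenozide and co-treated with library compounds in a dose series (1536-well, 1500 cells/well). Cytoprotection read as ATP content by ATPlite luminescence.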
# GoLoco inh red: blocks human Gai1 binding to RGS12 GoLoco peptide, red readout; 0.44% of 230,000 active; Potency, µM (highest dose often 61.6 µM), inactives show top-dose activity, negative = inhibition, usual class: inhibitors; Gai1:RGS12 GoLoco peptide FP, rhodamine, 10 min; AID 880; P63096; active means well fitted inhibition curve with a large enough effect, not every such curve was filed as active; inactive means no such curve, though single readings can be large or run the other way; further: on the % scale 0 is the no-effect control and ±100 the full control effect; nearly all actives have a fitted effect of over 30% in size; many of its hits are not listed in these tables
# Target sequence (P63096 whole entry, looked up): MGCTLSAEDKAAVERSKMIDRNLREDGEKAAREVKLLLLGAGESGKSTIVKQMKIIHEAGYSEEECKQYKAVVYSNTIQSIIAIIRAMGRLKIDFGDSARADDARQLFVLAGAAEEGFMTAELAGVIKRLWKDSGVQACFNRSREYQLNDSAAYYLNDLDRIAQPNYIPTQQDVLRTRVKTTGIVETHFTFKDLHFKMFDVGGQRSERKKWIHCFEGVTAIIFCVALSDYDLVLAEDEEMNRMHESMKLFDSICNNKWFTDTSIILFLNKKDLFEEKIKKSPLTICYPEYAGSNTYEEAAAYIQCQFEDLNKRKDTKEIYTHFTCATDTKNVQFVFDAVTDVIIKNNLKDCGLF
# GAA glycogen mod: inhibitors or activators of human alpha-glucosidase glycogen cleavage. recombinant GAA, glycogen substrate, Amplex Red glucose oxidase fluorescence. Potency, µM (titrated, usually from 76.4 µM), for inactives: at the top dose activity change, negative = inhibition, hits mostly inhibitors. 0.38% of 300,000 active. AID 2100;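 further: 0% = full enzyme reaction and -100% = no-enzyme basal signal; the screen sought inhibitors and activators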
#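 Recombinant human alpha-glucosidase (4 nM final) hydrolysed bovine liver glycogen (30 ug) for 40 min at 37 C in pH 5.0 citrate/phosphate with 0.01% Tween-20. Released glucose detected by glucose oxidase/Amplex Red, Ex 573/Em 610 nm. Compounds up to 77 uM; AC50 from Hill fits.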
# aGlu spleen mod: inhibitors or activators of human alpha-glucosidase in spleen homogenate | P10253 | human spleen homogenate, 4-MU-alpha-glucoside fluorescence | Potency, µM (top dose mostly 79.9 µM), without a hit: at the highest dose activity change, negative = inhibition, most hits filed as inhibitors | 0.006% of 240,000 active | AID 2112;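 further: 0% = enzyme with vehicle and -100% = no enzyme basal signal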
#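 Compounds were titrated against alpha-glucosidase in spleen homogenate at pH 5.0, with 1 mM 4-methylumbelliferyl substrate for 40 min at 37 C. Reactions were quenched with pH 10 NaOH/glycine and fluorescence measured.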
# Starred values were filed as active, the others as inactive; ? = inconclusive; · = no result given; [ ] = another dose, or the depositor's remark. Unless noted, the call rests on the fitted dose curve; in most records, active means well fitted curve in the direction sought with a large enough effect; inconclusive means small, poorly fitted or top-dose-only effect, or another doubt; inactive means no such curve, though single readings can be large; an effect the other way counts as inactive or inconclusive. Potency means the concentration at half of the fitted maximal effect. Some of the compounds tested; count on the stated rates, not on these rows.
# The line under a structure holds: GAA inhib	IMPase Li cell	HTT aggregate	HTT ATP protect	GoLoco inh red	GAA glycogen mod	aGlu spleen mod
COCCCNc1nc2ccccc2nc1NS(=O)(=O)c1cccs1
 : ?	-20%[38.3 µM]	7%	-17%[0.074 µM]	3%	0%	0%
CC(C)(C)n1ncc2c(=O)n(CC(=O)NCc3ccccc3)cnc21
 : 2%	-5%	-3%	-6%[10 µM]	1%	3%	-20%
CCOc1ccc(/C=N/NC(=O)c2cc(-c3ccco3)nc3ccccc23)cc1
 : ?	-8%	-24%	·	8%	10%	0%
O=C(O)C1CCCCC1C(=O)NCCc1c[nH]c2ccccc12 (centres undefined)
 : -7%	8%[38.3 µM]	6%	-9%[0.074 µM]	2%	6%	6%
COC(=O)c1ccc(Cn2c(O)c(N=O)c3ccccc32)o1
 : 7%	·	23%	0%	·	-11%	8%
O=[N+]([O-])c1ccc(N/N=C/c2c[nH]c3ccccc23)c(S(=O)(=O)Nc2ccc(Cl)cc2)c1
 : -3%	28%[38.3 µM]	?	-7%	28%	?	5%
COC(=O)C1CCN(C(=O)Cc2ccccc2OC)CC1
 : 5%	8%	3%	·	7%	-8%	4%
C=C1Cc2c(Cl)cc3[nH]c4c5c3c2[C@@]2(O)[C@@H]1C[C@@H]2C(C)(C)O[C@H]5[C@@H]1CC[C@@]2(O)[C@@]35O[C@@H]3[C@@H](O)[C@@H](C(=O)O)O[C@H]5CC[C@]2(C)[C@@]41C
 : ·	8%	·	-151%[inhibitor]	-3%	·	9%
CCC1CCCCN1C(=O)c1ccc(OC2CCN(C(=O)C3CC3)CC2)cc1 (centres undefined)
 : 10%	10%	-12%[9.22 µM]	-35%[10 µM]	10%	15%	1%
Nc1nsnc1C(=O)NCCO
 : -4%	9%[38.3 µM]	-1%	-6%	-27%	12%	4%
O=C(O)c1cc(NS(=O)(=O)c2ccc(NC3CCCCC3)c([N+](=O)[O-])c2)cc(C(=O)O)c1
 : -8%	-4%	-1%[9.22 µM]	22%[10 µM]	6%	-3%	3%
COC(=O)c1cc(OC)c(OC)c(OC)c1N
 : -2%	11%[38.3 µM]	-6%	4%[10 µM]	0%	2%	7%
C/C=C/c1ccc(OCCN2C(=O)NC(C)(C)C2=O)c(OC)c1
 : -1%	-12%[38.3 µM]	9%	1%	-11%	11%	-5%
CCN1CCN(CCCNC(=O)c2cc3c(=O)[nH]c4ccccc4c3s2)CC1
 : 6%	27%[38.3 µM]	19%	3%	8%	5%	-5%
Cc1cc(C)c(C)c(OCCOCCN2CCN(C)CC2)c1
 : 8%	26%	-16%	-4%[0.074 µM]	3%	-10%	0%
Cc1cc(NC(=O)/C=C/C(=O)N(CC(=O)NC2CCCC2)c2cccc3ccccc23)no1
 : -2%	19%	?	?	7%	-1%	1%
Cc1onc(-c2c(Cl)cccc2Cl)c1/C(N)=N/OC(=O)C1CC1
 : -12%	·	-10%[9.22 µM]	-5%[10 µM]	6%	-2%	0%
Cc1ccc(/C=N/NC(=O)C(NC(=O)c2ccccc2)c2n[nH]c(=O)c3ccccc23)cc1 (centres undefined)
 : -2%	3%[38.3 µM]	26%	-24%	-2%	11%	1%
O=C1CC(Cc2ccc(Cl)cc2)C(=O)N1c1ccncc1 (centres undefined)
 : -6%	8%	10%	?	1%	0%	2%
CC(O)C(=O)N/N=C/c1cccc2ccccc12 (centres undefined)
 : -9%	4%	-5%	4%[10 µM]	-11%	-2%	0%
CC1CCN(C(=O)N[C@@H](Cc2ccccc2)C(=O)O)CC1
 : -8%	-7%[38.3 µM]	6%	-7%[0.074 µM]	3%	8%	-9%
Cc1cc(Nc2ccccc2Br)n2nc(C)nc2n1
 : 4%	-6%	-3%	-12%	-1%	-2%	-9%
Cn1c(CNC(=O)c2cccs2)nnc1SCC(=O)Nc1ccccc1
 : -10%	-8%	-3%	·	0%	5%	3%
Cc1cccc(N2C(=S)NC3c4cc(Cl)ccc4OC2(C)C3C(=O)N(C)C)c1 (centres undefined)
 : -6%	-9%	-4%	-35%[inhibitor]	-2%	-9%	-14%
COc1ccc(OC)c(S(=O)(=O)Nc2cnc3ccccc3c2)c1
 : -3%	29%[38.3 µM]	-12%	9%	2%	-11%	-6%
CC(C)C1/C(=N/O)CC(c2ccccc2)NC1c1ccccc1 (centres undefined)
 : ·	·	21%[9.22 µM]	2%[10 µM]	4%	-6%	0%
O=C(CN1CCCCCC1)Nc1ccccc1F
 : 3%	2%	-11%	25%[10 µM]	-6%	8%	10%
CC(c1ccon1)N(C)Cc1c(C(=O)N(C)Cc2ccccc2)nc2ccccn12 (centres undefined)
 : ?	21%	2%[9.22 µM]	-2%[10 µM]	8%	-8%	6%
C=CCn1c(=NC(=O)c2ccccc2[N+](=O)[O-])sc2cc(S(C)(=O)=O)ccc21
 : 1%	4%	25%	38%[10 µM]	0%	-2%	1%
CCOC(=O)c1c(C)oc2cc(Cl)c(O)c(CN(C)C)c12
 : ·	·	19%[9.22 µM]	6%[10 µM]	-11%	0%	11%
COC(=O)c1ccc(S(=O)(=O)N2Cc3ccccc3C2)cc1
 : -2%	7%	-17%	-29%	2%	-3%	·
O=C(c1cccc2ccccc12)N1CCN(c2ccc([N+](=O)[O-])c(N3CCOCC3)c2)CC1
 : 3%	9%	1%	2%[10 µM]	-1%	1%	-9%
Cc1csc(NC(=O)CSc2nnc(NC(=O)C3CC(=O)N(c4ccccc4)C3)s2)n1 (centres undefined)
 : 2%	-2%	13%	-10%[10 µM]	9%	-7%	-1%
O=C(N/N=C/C=C\c1ccc([N+](=O)[O-])cc1)c1cccnc1
 : -7%	·	1%[9.22 µM]	12%[10 µM]	10%	5%	0%
Cc1cc(C)nc(NC(C)(C)C(=O)O)n1
 : 2%	2%	-11%[9.22 µM]	-3%[10 µM]	1%	-9%	10%
COc1ccc(-c2cc(C(=O)NC(Cc3cc4ccccc4[nH]3)C(=O)O)c(C)o2)cc1OC (centres undefined)
 : -11%	-3%	1%	-24%	-9%	3%	1%
CCCn1c(N)cc(=O)n(C)c1=O
 : 7%	1%	14%	?	1%	3%	11%
Cc1c(NC(=O)CSc2ccc3c(c2)OCCO3)c(=O)n(-c2ccccc2)n1C
 : -1%	-6%[38.3 µM]	-1%	6%[10 µM]	-2%	7%	6%
COc1ccc(-c2nn(-c3ccccc3)cc2C(=O)N/N=C/c2ccc([N+](=O)[O-])o2)cc1
 : -1%	15%	41%[9.22 µM]	-19%	14%	-2%	-5%
Cc1cc(Oc2ccc(C(C)(C)C)cc2)nc(N2CCOCC2)n1
 : 3%	6%[38.3 µM]	-10%	17%	-3%	4%	1%
COc1cc(N2CN=c3s/c(=C\c4ccccn4)c(=O)n3C2)cc(OC)c1OC
 : -4%	32%[38.3 µM]	-13%	-18%	17%	?	-13%
Cc1ccccc1N1CCN(S(=O)(=O)N(C)C)CC1
 : 0%	-1%	0%	·	-3%	25%	-3%
CC(C)(C)c1nnc(N/N=C/c2ccc(Br)cc2)n(N)c1=O
 : -8%	10%	18%	-19%[10 µM]	4%	-12%	-12%
Fc1ccc(CNC(=S)Nc2cccc(Cl)c2)cc1
 : 2%	7%	2%	2%[10 µM]	8%	2%	1%
O=C(Nc1ccccc1O)c1ccc(NS(=O)(=O)c2cccc3cccnc23)cc1
 : ·	-3%	2%[9.22 µM]	-8%[10 µM]	24%	-1%	-2%
COCCCn1c(=S)[nH]c2ncccc2c1=O
 : 4%	9%[38.3 µM]	8%	2%	7%	5%	0%
Cc1cccc(-n2c(=O)c3c4c(sc3n3c(=S)[nH]nc23)CCC4)c1
 : 5%	-3%	-5%	-55%[inhibitor]	1%	-5%	3%
CN(C)S(=O)(=O)c1ccc(C(=O)NC(=O)CSc2ccccc2)cc1
 : 9%	9%	10%	19%[10 µM]	4%	1%	2%
Nc1cc(-c2ccc(Cl)cc2)nn1S(=O)(=O)c1ccccc1
 : -1%	0%[38.3 µM]	-4%	-4%	3%	3%	3%
Cc1ccc(C(=O)Nc2nnc(-c3ccc(C(C)(C)C)cc3)s2)cc1
 : 0%	3.5µM*	14%	-24%	2%	3%	-3%
O=C(CCSc1ccc(Br)cc1)Nc1cccnc1
 : -3%	-4%	-9%	-6%	-12%	-7%	0%
Cc1ccnc(Sc2ccc([N+](=O)[O-])cn2)n1
 : 12%	-3%	28%[9.22 µM]	?	3%	9%	-9%

# Part of the list above with just HTT aggregate.
structure | HTT aggregate
Cc1csc(NC(=O)CSc2nnc(NC(=O)C3CC(=O)N(c4ccccc4)C3)s2)n1 (centres undefined) | 13%
O=C(N/N=C/C=C\c1ccc([N+](=O)[O-])cc1)c1cccnc1 | 1%[9.22 µM]

# Reformatted with tabs: part of the list above
SMILES	GAA inhib	IMPase Li cell	HTT aggregate	HTT ATP protect	GoLoco inh red	GAA glycogen mod	aGlu spleen mod
CN(C)S(=O)(=O)c1ccc(C(=O)NC(=O)CSc2ccccc2)cc1	9%	9%	10%	19%[10 µM]	4%	1%	2%
COc1cc(N2CN=c3s/c(=C\c4ccccn4)c(=O)n3C2)cc(OC)c1OC	-4%	32%[38.3 µM]	-13%	-18%	17%	?	-13%
Cc1ccc(C(=O)Nc2nnc(-c3ccc(C(C)(C)C)cc3)s2)cc1	0%	3.5µM*	14%	-24%	2%	3%	-3%
O=C(CCSc1ccc(Br)cc1)Nc1cccnc1	-3%	-4%	-9%	-6%	-12%	-7%	0%

# 3 structures from above, ordered by number of heavy atoms, descending.
# The line under a structure holds: GAA inhib	IMPase Li cell	HTT aggregate	HTT ATP protect	GoLoco inh red	GAA glycogen mod	aGlu spleen mod
Cc1ccc(C(=O)Nc2nnc(-c3ccc(C(C)(C)C)cc3)s2)cc1
 : 0%	3.5µM*	14%	-24%	2%	3%	-3%
Cc1cc(Oc2ccc(C(C)(C)C)cc2)nc(N2CCOCC2)n1
 : 3%	6%[38.3 µM]	-10%	17%	-3%	4%	1%
CCCn1c(N)cc(=O)n(C)c1=O
 : 7%	1%	14%	?	1%	3%	11%
